MT stabilizer: stabilizes microtubules in HeLa cells; HeLa tubulin immunostaining HCS, 24 h; share of cells brighter than vehicle mean+2SD; % tubulin-high responders, % at 10 µM; 200,000 compounds, 0.83% hits;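 active = plate Z-score above 3 for both tubulin-high and condensed-nucleus cell shares, with cell loss under 80%, at 10 µM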;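 also: anti alpha tubulin signal scored within the nucleus-defined area of each cell; some results filed as inactive read as strong as hits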
NOD2 inhibition: inhibition of NOD2-driven NF-kB reporter – cell-based, luminescence, uHTS, HEK293 (AID 1566); HEK293 NOD2/NF-kB luciferase reporter, luminescence; higher % means a stronger effect; inhibition, % at 4 µM, or EC50 in µM where a hit was titrated; 290,000 compounds, 0.63% hits; in the data active = inhibition above about 50%; also: many of its hits are not listed in these tables
Yfh1-off respiration: enhancers of respiration in Yfh1-depleted yeast, dose response, Friedreich's ataxia, plus single-dose screen (AID 1465) | S. cerevisiae Yfh1-off respiration, WST-1 reduction, 72 h; higher fold induction means a stronger effect | fold induction at 50 µM; hits with a dose series show EC50 in µM | 220,000 compounds, 0.074% hits;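 active = fold induction of absorbance versus untreated yeast above a set limit, then at least 30% activation at any dose in follow-up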;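 also: activators that raise dye reduction in frataxin-depleted yeast; strong numbers were not always called active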
Autophagy HCS: modulators of autophagy | calls only at 10 µM (by protocol) | AID 463193 | MEF GFP-LC3 puncta imaging; test concentration mostly 10 µM | 190,000 compounds, 0.98% hits;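 active = percentage of spot-positive cells more than 3 SD above its plate mean, without a fluorescence outlier flag or 80% toxicity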;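 also: spot-positive cell cutoff set from DMSO-treated cells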
Insulin prom up: MIN6 insulin promoter up-regulation; MIN6 insulin promoter-GFP reporter, high-content imaging; active compounds read high; z-score at 5 µM; 190,000 compounds, 0.3% hits; AID 1625;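 active = z-score above 3 at 5 µM with at least 500 cells counted in the well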
bCat nuc transl: alters nuclear translocation of beta-catenin in HeLa cells | immunofluorescence imaging | nuclear translocation activity, % at 5 µM | 190,000 compounds, 0.3% hits;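 active = nuclear translocation activity above 50% at 5 µM, with a well cell count of 50 or more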;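 also: per-cell ratio of nuclear to cytoplasmic median beta-catenin stain intensity; plate controls were DMSO negative control for no effect and GSK-3 inhibitor IX positive control for full effect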
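Test system: human HeLa cells, native beta-catenin. Compound dosing: 5 µM primary single dose, 0.1% DMSO, 0.02–20 µM confirmation series. Incubation: compound exposure 24 h at 37°C. Detection: beta-catenin immunostaining with DAPI counterstain, 20x imaging, 6 fields/well. Read-out basis: Nuclear/cytoplasmic beta-catenin signal ratio, % activation.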
NOD1 inhibition: inhibition of NOD1-driven NF-kB reporter – cell-based, luminescence, uHTS, primary screen (AID 1578). NOD1-driven NF-kB luciferase reporter cells, luminescence; higher % means a stronger effect. inhibition, % at 4 µM, or EC50 in µM where a hit was titrated. 290,000 compounds, 1% hits; in the data active = inhibition mostly above about 36%, no sharp cut-off; inactive = mostly below about 34%;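 also: HEK-293T reporter cells stimulated with the NOD1 agonist gamma-tri-DAP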
P. falciparum M17LAP: P. falciparum M17LAP inhibitors, primary screen, biochemical, fluorogenic H-Leu-NHMec substrate, 1536-well (AID 1619) | recombinant M17LAP, H-Leu-NHMec fluorogenic kinetic assay; higher % means a stronger effect | inhibition, % at 30 µM, or IC50 in µM where a hit was titrated | 220,000 compounds, 0.38% hits;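 active = compound inhibiting the enzyme by more than half at any dose during confirmatory dose-response retesting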;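 also: plate controls were full reaction with DMSO carrier for no effect and no enzyme background for full effect; strong numbers were not always called active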
Dynein cargo inh: dynein cargo transport inhibition; z-score, hits read low; 3617.4 mouse cells, GR-EGFP nuclear translocation imaging; test concentration mostly 20 µM; stimulated with dexamethasone, 1 µM; active compounds read low; AID 1381; 220,000 compounds, 0.47% hits;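 active = plate z-score of nuclear minus cytoplasmic receptor signal below a set negative limit, without overly bright fluorescence or cell loss, cut at about -3.5 in these data, passing the limit was not always enough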;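 also: z-score of nuclear minus cytoplasmic ring GR-EGFP intensity difference per well; some compounds called inactive have numbers as strong as hits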
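Buffer or medium: tet-free medium with charcoal-stripped serum / Also added: dexamethasone agonist, 1.0 µM final, for 30 min / Timing: induction 48 h, compound 1 h, agonist 30 min / Measured by: high-content fluorescence imaging after fixation / Read-out: nuclear-to-cytoplasmic GR-EGFP distribution per well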
Dynein cargo inh cytoplasmic EGFP: second read-out of Dynein cargo inh, no call of its own (marks repeat the call); z-score; measured here: cytoplasmic GR-EGFP intensity; active compounds read high
Dynein cargo inh nuclear GR-EGFP: second read-out of Dynein cargo inh, no call of its own (marks repeat the call); z-score; measured here: nuclear GR-EGFP intensity;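 lower value marks the stronger effect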
Dynein cargo inh cell count: also measured in Dynein cargo inh; calls as there; z-score; measured here: cell count per field
Insulin prom up cell count: second read-out of Insulin prom up, no call of its own (marks repeat the call); cell count; measured here: cytotoxicity, nuclei count;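 total cells summed across four imaged fields per well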
bCat nuc transl cell count 5 µM: also measured in bCat nuc transl; calls as there; cell count; measured here: cell count, cytotoxicity flag
MT stabilizer Hoechst-high %: also measured in MT stabilizer; calls as there; % Hoechst-high responders; measured here: nuclear condensation Hoechst responders;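 share of cells brighter than vehicle mean plus two SD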
MT stabilizer cytotoxicity %: further read-out of MT stabilizer, marked with its call; toxicity, %; measured here: cytotoxicity by cell density;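 0% = mean cell density of plate MIN control wells and 100% = no cells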
Autophagy HCS cell loss 18 h: recorded beside Autophagy HCS, whose call it bears; toxicity, %; measured here: cell loss, nuclei count;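 cell loss after 18 h compound exposure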
Active calls of the source: *; i = inactive; x = not tested or not shown. Some of the compounds tested (hit frequency here may not be typical).

SMILES	MT stabilizer	MT stabilizer Hoechst-high %	MT stabilizer cytotoxicity %	NOD2 inhibition	Yfh1-off respiration	Autophagy HCS	Autophagy HCS cell loss 18 h	Insulin prom up	Insulin prom up cell count	bCat nuc transl	bCat nuc transl cell count 5 µM	NOD1 inhibition	P. falciparum M17LAP	Dynein cargo inh	Dynein cargo inh cytoplasmic EGFP	Dynein cargo inh nuclear GR-EGFP	Dynein cargo inh cell count
Cc1cc(C(=O)N/N=C/c2cccn2C)n[nH]1	6.4	2.4	5.9	-5%	i	i	1	-0.72	1188	3.0	1011	17%	26%	0.7	-0.29	0.66	0.017
CCN(Cc1cc2cc(C)ccc2[nH]c1=O)C(=O)c1cccc(OC)c1	3.0	3.2	7.5	-8%	x	i	10	-2.7	941	-4.5	1001	14%	1%	-0.68	-0.54	-0.58	1.2
CCOC(=O)c1c(-c2cccs2)csc1N	1.2	1.8	2.8	4%	i	i	1	-0.14	1497	2.3	1020	2%	18%	1.5	0.029	0.78	-2
COc1ccc(/C(N)=N/OC(=O)CSc2ccc(C)cc2)cc1	2.4	2.6	6.6	0%	i	i	0	-0.19	921	x	x	-23%	-5%	0.45	-0.25	0.33	0.41
COc1ccccc1NC(=O)COC(=O)Cc1c[nH]c2ccccc12	0.0	3.1	3.9	16%	i	i	3	1	1266	-1.2	1141	2%	6%	0.36	-0.21	0.4	0.12
COCCNC(=O)c1ccc(CS(=O)(=O)c2ccccc2)o1	1.7	2.8	13	2%	i	i	1	0.7	1549	1.7	1464	-20%	-9%	0.47	-0.24	0.71	-0.11
Clc1ccccc1N=C1NN=C(c2cccs2)CS1	1.8	1.4	3.1	-128%	i	i	3	0.37	1220	-0.6	1115	-41%	-10%	-0.18	0.14	0.14	-0.11
Cc1ccc(S(=O)(=O)N(C)CC(=O)Nc2nc3ccccc3s2)cc1	3.1	2.8	3.1	-9%	i	i	-9	0.79	1212	-0.3	1090	16%	-1%	-0.35	-0.18	-0.39	0.5
Cc1c(C)c2ccc(OC3CCCCC3=O)cc2oc1=O (stereo not given)	1.8	1.8	1.3	10%	x	i	13	x	x	-6.4	1227	-34%	-68%	0.81	-0.21	0.86	0.21
COc1ccc(Cc2nc(=S)[nH][nH]2)cc1Br	5.3	1.6	3.9	0%	i	i	-34	-0.25	1545	0.1	1023	-50%	8%	-0.62	-0.11	0.053	0.1
COc1ccc(-n2nnnc2/C(=C/N(C)C)C(=O)c2ccccc2)cc1	x	x	x	17%	i	x	x	-1.1	1100	0.8	1261	-3%	-1%	-0.24	0.068	0.36	-0.45
C=CCn1c(SC(C)C#N)nc2sc(CC)cc2c1=O (stereo not given)	2.1	2.1	6.3	11%	i	i	-8	-1.6	1306	1.2	1114	-14%	5%	-0.29	-0.36	-0.58	0.06
COCCNC(=O)CCC(=O)NNc1nc2ccccc2c2nc(-c3ccccc3)nn12	5.2	1.8	6.3	-10%	i	i	0	-0.45	1078	0.2	1078	-23%	20%	-0.11	-0.35	0.1	0.34
CCO/C=C1\C(=O)N(CC)c2ccccc21	3.6	1.7	7.1	16%	i	i	-3	0.06	1133	-1.2	1128	-7%	-8%	0.33	-0.095	0.82	-1.8
COc1ccc(C(=O)NNC(=O)c2ccccc2[N+](=O)[O-])cc1	3.2	2.1	11	-7%	i	i	-16	-0.22	1189	x	x	-22%	-7%	-0.04	-0.24	-0.039	0.64
Cc1ccn2c(CNC(C)CCn3cccn3)c(C(=O)N3CCCCCC3)nc2c1 (stereo not given)	4.0	2.0	6.6	4%	i	i	9	-0.32	1444	3.3	888	-8%	8%	-0.25	-0.28	-0.17	0.43
CCOCCCNC(=O)C(NC(=O)c1ccc(=O)[nH]c1)c1ccccc1 (stereo not given)	1.0	2.0	11	0%	i	i	-1	0.36	881	x	x	-14%	-11%	0.9	0.22	0.85	0.017
COc1ccc(-c2nnn(CC(=O)N(Cc3ccccc3Cl)C(C(=O)NCC3CCCO3)c3ccco3)n2)cc1OC (stereo not given)	1.9	3.0	9.7	12%	i	i	-1	0.1	1830	1.4	1033	-11%	-5%	-0.26	-0.22	-0.42	0.51
O=c1cc(-c2ccncc2)oc2ccccc12	13	2.2	8.6	-40%	i	i	-21	0.16	992	-0.6	1013	37%	19%	-0.52	-0.08	-0.22	0.6
Cc1ccc2nc(N/C(=N/S(=O)(=O)c3ccc(F)cc3F)c3ccccc3)sc2c1	3.4	2.6	5.0	-5%	i	i	10	x	x	-0.5	1131	3%	3%	-0.39	-0.25	-0.29	0.89
Cc1cc(C)c(C)c(OCCCn2ccnc2)c1	1.2	0.6	4.2	-1%	i	i	34	0.22	867	x	x	-8%	2%	-0.41	-0.24	-0.042	0.66
COc1ccccc1Cn1c(-c2ccco2)nc2nc3ccccc3nc21	4.7	1.7	6.1	x	i	i	7	x	x	x	x	x	x	1.2	-0.0025	0.8	0.58
CC(CC(=O)O)CC(=O)Nc1cccc([N+](=O)[O-])c1 (stereo not given)	2.7	1.7	3.5	-1%	i	i	11	-0.75	1351	2.5	1127	-28%	-1%	1.9	-0.17	0.85	-1.1
O=C(Nc1ccc(S(=O)(=O)Nc2ncccn2)cc1)c1cncc(Br)c1	4.6	2.8	6.7	11%	i	i	-8	0.15	1532	-2.8	1103	-18%	5%	-0.94	-0.18	-0.4	0.19
COc1ccc(CC(=O)NNC(=O)c2ccncc2)cc1	x	x	x	7%	i	i	-11	0.41	1343	1.8	1105	-19%	-3%	-0.38	-0.31	0.1	1.1
Cc1cc(C(=O)CN2C(=O)NC3(CCCc4sccc43)C2=O)c(C)n1-c1ccc(Cl)cc1 (stereo not given)	1.8	2.6	8.8	6%	i	i	-4	-0.19	1249	1.8	967	-16%	-17%	-0.52	-0.22	0.047	0.66
Cc1[nH]c2ccccc2c1CCNC(=O)CCC(=O)c1ccccc1	1.8	1.2	3.0	26%	i	i	6	0.42	1483	2.4	815	-23%	-6%	-0.26	-0.19	0.45	0.13
Cn1c(SCC(=O)NC(=O)NCc2ccco2)nnc1C(F)(F)F	1.6	0.8	6.9	15%	x	i	-10	-0.67	767	x	x	10%	3%	-0.4	-0.22	-0.072	0.36
CC1=Nc2ccccc2N=C(N)C1c1ccccc1 (stereo not given)	2.7	2.8	6.5	9%	i	i	11	-0.02	1503	0.0	1500	-26%	2%	-0.88	-0.29	0.071	0.39
CCN1CNC(=S)N(Cc2ccccc2)C1	3.6	3.5	8.6	16%	i	i	3	-0.18	1498	-0.3	1054	-4%	6%	0.26	1.4	0.1	-0.83
O=C(NNC(=O)c1ccccc1Br)c1ccc(SCC2CCCO2)c([N+](=O)[O-])c1 (stereo not given)	2.4	1.8	5.3	24%	i	i	2	x	x	x	x	8%	-4%	-0.87	-0.21	-1.1	0.58
CCOC(=O)c1sc(NC(=O)/C=C/c2cnn(C)c2C)c(C(=O)OCC)c1C	2.2	2.0	8.2	40%	x	i	-22	-0.98	1034	0.3	880	3%	2%	-0.0027	-0.24	0.28	1.4
CCCNC(=O)c1cc(-c2ccc(OC)cc2)on1	1.4	2.2	1.0	-75%	i	i	-9	0.54	835	-1.9	1147	-97%	-3%	-0.92	0.35	-0.13	0.59
Cc1ccc(-c2nc3ccccc3[nH]2)s1	6.7	4.8	9.7	-132%	i	i	13	0.15	1198	-0.6	1031	-56%	-22%	-1.3	-0.15	-0.54	0.18
Cc1ccc(NC(=O)COC(=O)c2ccn(C)n2)cc1	2.8	0.3	23	5%	i	i	-6	0.84	1937	-0.5	1055	-15%	3%	0.88	-0.21	0.82	0.49
Cc1cccc(-n2c(-c3csc(C(C)C)c3)n[nH]c2=S)c1	0.6	0.8	8.7	-9%	i	i	-10	0.26	872	-5.2	1228	-22%	-4%	0.17	-0.17	0.32	-0.27
O=C(Nc1ccc2c(c1)OCO2)C1CCCN1C(=O)Nc1cccc(F)c1 (stereo not given)	2.9	2.6	7.4	-15%	x	i	2	-0.27	1279	-5.4	713	-5%	-2%	0.56	-0.21	0.93	-0.21
CC1CCN(CCCn2c(=S)[nH]c3ccccc3c2=O)CC1	1.7	2.1	6.7	6%	i	i	15	0.33	948	1.4	1129	-1%	7%	-0.44	-0.12	-0.36	0.79

Random excerpt: three entries already listed, in no set order.
SMILES	MT stabilizer	MT stabilizer Hoechst-high %	MT stabilizer cytotoxicity %	NOD2 inhibition	Yfh1-off respiration	Autophagy HCS	Autophagy HCS cell loss 18 h	Insulin prom up	Insulin prom up cell count	bCat nuc transl	bCat nuc transl cell count 5 µM	NOD1 inhibition	P. falciparum M17LAP	Dynein cargo inh	Dynein cargo inh cytoplasmic EGFP	Dynein cargo inh nuclear GR-EGFP	Dynein cargo inh cell count
CCCNC(=O)c1cc(-c2ccc(OC)cc2)on1	1.4	2.2	1.0	-75%	i	i	-9	0.54	835	-1.9	1147	-97%	-3%	-0.92	0.35	-0.13	0.59
Cc1ccc(NC(=O)COC(=O)c2ccn(C)n2)cc1	2.8	0.3	23	5%	i	i	-6	0.84	1937	-0.5	1055	-15%	3%	0.88	-0.21	0.82	0.49
CC1=Nc2ccccc2N=C(N)C1c1ccccc1 (stereo not given)	2.7	2.8	6.5	9%	i	i	11	-0.02	1503	0.0	1500	-26%	2%	-0.88	-0.29	0.071	0.39

Bioassay records deposited in PubChem by several laboratories.
